Myeloid diff 2 – myeloid differentiation induction | calls only at 10 µM | 360,000 compounds, 1% hits | ER-HoxA9 myeloid progenitors, lysozyme-GFP differentiation, flow cytometry;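 active = normalized GFP-positive differentiation at or above the plate's own cutoff, the solvent-only control mean plus 3 SD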;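 note: cells exposed to compound for four days before flow analysis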
Myeloid diff 2 GFP+ MAC1+ % – recorded beside Myeloid diff 2, whose call it bears; GFP+ MAC1+ double positive, %; measured here: differentiation confirmed by MAC1 staining
An asterisk follows results filed as active. These rows are one share of the data. The share of hits here may be higher or lower than overall.

How did Nc1ncnc(Nc2ccccc2)n1 do in these assays?
Myeloid diff 2: inactive; Myeloid diff 2 GFP+ MAC1+ %: 1.6

What do the screens show for `CCC(Cc1c(I)cc(I)c(N)c1I)C(=O)O` (configuration not stated)?
Myeloid diff 2: inactive; Myeloid diff 2 GFP+ MAC1+ %: 3.0

What do the screens show for `CC1CCc2c(N3CCC(O)CC3)c(F)cc3c(=O)c(C(=O)O)cn1c23` (configuration not stated)?
Myeloid diff 2: inactive; Myeloid diff 2 GFP+ MAC1+ %: 2.7

Results for CCCCCCCCCC(=O)O ?
Myeloid diff 2: inactive; Myeloid diff 2 GFP+ MAC1+ %: 1.9

How did CC(C)(C(=O)c1cccnc1)c1cccnc1 do in these assays?
Myeloid diff 2: inactive; Myeloid diff 2 GFP+ MAC1+ %: 1.1

Results for COc1ccccc1OC(=O)Oc1ccccc1OC ?
Myeloid diff 2: inactive; Myeloid diff 2 GFP+ MAC1+ %: 0.8

How did C[C@H]1c2cccc(O)c2C(O)=C2C(=O)C3(O)C(O)=C(C(N)=O)C(=O)[C@@H](N(C)C)[C@@H]3[C@@H](O)[C@@H]21 (some centres not stated) do in these assays?
Myeloid diff 2: inactive; Myeloid diff 2 GFP+ MAC1+ %: 2.7

How did CN1CCN(CCCN2c3ccccc3Sc3ccc(S(=O)(=O)N(C)C)cc32)CC1 do in these assays?
Myeloid diff 2: inactive; Myeloid diff 2 GFP+ MAC1+ %: 8.3

Results for O=C1c2ccccc2C(=O)c2c(O)c(O)cc(O)c21 ?
Myeloid diff 2: inactive; Myeloid diff 2 GFP+ MAC1+ %: 2.5

4 structures out of the list, ordered by number of heavy atoms, rising.
How did Nc1ncnc(Nc2ccccc2)n1 do in these assays?
Myeloid diff 2: inactive; Myeloid diff 2 GFP+ MAC1+ %: 1.6

Results for O=C1c2ccccc2C(=O)c2c(O)c(O)cc(O)c21 ?
Myeloid diff 2: inactive; Myeloid diff 2 GFP+ MAC1+ %: 2.5

Results for COc1ccccc1OC(=O)Oc1ccccc1OC ?
Myeloid diff 2: inactive; Myeloid diff 2 GFP+ MAC1+ %: 0.8

What do the screens show for `CC1CCc2c(N3CCC(O)CC3)c(F)cc3c(=O)c(C(=O)O)cn1c23` (configuration not stated)?
Myeloid diff 2: inactive; Myeloid diff 2 GFP+ MAC1+ %: 2.7

Compound activity: PubChem BioAssay, NMMLSC
